mIAP inh: mouse IAP inhibition; inhibition, % at 10 µM; purified mouse IAP, CDP-Star luminescence, 30 min; 330,000 compounds, 0.2% hits; AID 2806;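 active = inhibition of at least 40% at 10 µM in the primary screen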;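 note: plate controls were DMSO with enzyme for no effect and no enzyme wells for full effect; values of inactives mirror those of a sister screen read the other way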
tim10-1 inh: inhibits growth of tim10-1 mutant yeast; S. cerevisiae tim10-1 ts strain growth, BacTiter-Glo, 24 h; inhibition, % at 20 µM; 330,000 compounds, 2.2% hits;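 active = inhibition of at least 40%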;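 note: mutant grown at 25 °C; 0% = DMSO wells with yeast and 100% = wells holding no yeast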
TIM10 inh: growth inhibitors of TIM10 yeast strain; S. cerevisiae TIM10 strain growth, BacTiter-Glo luminescence, 24 h; inhibition, % at 10 µM; 330,000 compounds, 1.4% hits;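 active = inhibition of 40% or more at the single tested concentration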;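 note: wild-type TIM10 isogenic control strain grown at permissive 25 °C; 0% = DMSO yeast wells and 100% = minimal medium wells without yeast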
NLRP3 yeast inh: blocks the NALP3 inflammasome reconstituted in yeast; Yeast reconstituted NLRP3/ASC/caspase-1, beta-gal luminescence, 24 h; inhibition, % at 10 µM; 330,000 compounds, 0.39% hits;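 active = inhibition of 50% or more; inactive = inhibition below 50%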;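 note: plate controls were induced DMSO wells for no effect and uninduced yeast grown without galactose for full effect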
A3G deaminase: APOBEC3G (human) deaminase inhibition. Q9HC16. recombinant A3G, ssDNA deamination FAM/TAMRA fluorescence. inhibition, % at 20 µM. 330,000 compounds, 0.28% hits;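 active = inhibition of at least 40% at 20 µM, with no more than 30% in the related APOBEC3A deaminase screen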;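 note: plate controls were DMSO wells with A3G for no effect and wells lacking A3G enzyme for full effect; some compounds called inactive have numbers as strong as hits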
Target sequence (Q9HC16 whole entry, looked up): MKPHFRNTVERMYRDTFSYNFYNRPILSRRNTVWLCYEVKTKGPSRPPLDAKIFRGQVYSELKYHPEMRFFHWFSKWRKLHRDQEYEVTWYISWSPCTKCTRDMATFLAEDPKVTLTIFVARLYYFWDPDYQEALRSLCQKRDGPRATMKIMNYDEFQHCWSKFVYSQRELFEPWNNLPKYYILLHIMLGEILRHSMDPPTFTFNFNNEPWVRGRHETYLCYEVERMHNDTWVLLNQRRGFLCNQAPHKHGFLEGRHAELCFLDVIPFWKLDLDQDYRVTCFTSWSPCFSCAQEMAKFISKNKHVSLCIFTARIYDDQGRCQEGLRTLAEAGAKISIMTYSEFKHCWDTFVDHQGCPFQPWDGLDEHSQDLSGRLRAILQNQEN
APOBEC3A inh: human APOBEC3A DNA deaminase inhibition; recombinant A3A, FAM/TAMRA ssDNA deamination fluorescence; inhibition, % at 20 µM; 330,000 compounds, 0.41% hits;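 active = at least 40% inhibition at 20 µM here, with at most 30% in a related deaminase screen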;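 note: plate controls were A3A with DMSO for no effect and wells lacking A3A enzyme for full effect; some results filed as inactive read as strong as hits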
Target sequence (P31941 whole entry, looked up): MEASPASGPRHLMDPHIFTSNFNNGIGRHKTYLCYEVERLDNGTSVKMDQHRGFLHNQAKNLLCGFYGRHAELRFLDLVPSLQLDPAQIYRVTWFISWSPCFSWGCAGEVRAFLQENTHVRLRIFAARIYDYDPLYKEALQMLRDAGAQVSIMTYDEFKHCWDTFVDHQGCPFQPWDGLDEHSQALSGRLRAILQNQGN
mIAP activ: increases mouse intestinal alkaline phosphatase activity; muIAP, CDP-Star luminescence, 30 min; hits give high values; 1 = vehicle-only enzyme signal, 0 = enzyme-free wells; activation factor at 10 µM; 330,000 compounds, 0.24% hits;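 active = activation factor of at least 2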; note: the source names both 10 and 20 µM as test concentration; values of inactives mirror those of a sister screen read the other way
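Assay system: mouse IAP enzyme / Compound: DMSO-dissolved test compounds / Timing: 30 min, room temperature / Measured by: luminescence from enzymatic CDP-Star hydrolysis / Control set: DMSO-only wells, enzyme-free buffer wells as negative control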
hIAP block: blocks human intestinal alkaline phosphatase; P09923; purified IAP, CDP-Star luminescence, 30 min; inhibition, % at 10 µM; 330,000 compounds, 0.12% hits;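 active = inhibition reaching a set limit with compound at 10 µM in the primary screen, cut at about 35% in these data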;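 note: plate controls were DMSO wells with enzyme for no effect and no-enzyme buffer wells for full effect; values of inactives mirror those of a sister screen read the other way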
Target sequence (P09923 whole entry, looked up): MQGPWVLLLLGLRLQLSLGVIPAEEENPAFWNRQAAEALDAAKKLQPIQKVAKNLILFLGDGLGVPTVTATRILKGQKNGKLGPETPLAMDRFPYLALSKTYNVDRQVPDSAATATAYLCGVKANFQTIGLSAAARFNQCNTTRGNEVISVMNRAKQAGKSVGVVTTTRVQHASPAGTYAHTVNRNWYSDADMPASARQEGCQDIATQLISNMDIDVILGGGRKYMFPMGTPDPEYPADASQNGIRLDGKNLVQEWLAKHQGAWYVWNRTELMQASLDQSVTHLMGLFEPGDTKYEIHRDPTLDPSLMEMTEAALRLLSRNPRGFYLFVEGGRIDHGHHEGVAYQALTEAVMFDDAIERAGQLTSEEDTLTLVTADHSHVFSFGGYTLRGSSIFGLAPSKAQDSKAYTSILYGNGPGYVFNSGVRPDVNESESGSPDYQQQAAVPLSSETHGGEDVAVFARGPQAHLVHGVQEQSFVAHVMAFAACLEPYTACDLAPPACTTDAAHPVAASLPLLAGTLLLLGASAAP
MIN6 prolif: inducers of beta-cell replication in MIN6 cells | MIN6 cells proliferation, ATPlite luminescence, 48 h; cells starved in 0.2% serum; 100% = growth in 10% serum | proliferation, % at 10 µM | 330,000 compounds, 0.29% hits | AID 2380;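 active = compounds whose signal lies at least 3.5 SD above the mean of all wells on their plate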;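 note: 0% = DMSO-treated cells in low-serum medium and 100% = 10% serum control; some compounds called inactive have numbers as strong as hits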
An asterisk follows results filed as active.

SMILES | mIAP inh | tim10-1 inh | TIM10 inh | NLRP3 yeast inh | A3G deaminase | APOBEC3A inh | mIAP activ | hIAP block | MIN6 prolif
Cc1onc(-c2ccccc2Cl)c1C(=O)Nc1ccccc1 | 1.8 | 26.4 | 1.3 | 15.6 | 2.7 | -4.7 | 0.982 | -1.0 | -1.4
Cc1cc(NC(=O)CSc2nc3cc4c(cc3c(=O)n2CCc2ccccc2)OCO4)no1 | -3.9 | 9.6 | -6.7 | 16.4 | -3.2 | -2.0 | 1.04 | 7.9 | -5.2
N#CCC(=O)N/N=C/c1ccc(N2N=C(c3ccccc3)CC2c2ccccc2)cc1 (stereo not given) | -10.8 | 34.4 | 10.2 | 17.5 | -18.8 | -5.6 | 1.11 | 0.7 | -6.9
C=CCNC(=O)c1onc(CSc2cccc(C)c2)c1C(=O)O | -5.6 | -12.8 | -2.3 | 10.2 | -0.9 | 4.3 | 1.06 | 17.0 | 1.5
O=[N+]([O-])c1ccccc1/C=C/CN1CCC(O)CC1 | -4.6 | 7.9 | -13.6 | 25.3 | -7.3 | -4.6 | 1.05 | -0.3 | -1.4
O=C(O)COc1ccccc1C=NNC(=O)c1ccc(NS(=O)(=O)c2cccs2)cc1 | 13.4 | 0.0 | 0.6 | -1.5 | -7.1 | -5.8 | 0.866 | -16.2 | 2.2
CN(Cc1ccc2nonc2c1)Cc1nc(CC2CC2)no1 | 8.8 | 5.9 | -7.4 | -8.5 | -1.6 | -1.5 | 0.912 | -1.4 | 4.2
Fc1cccc(NC(=S)NNc2ccccc2)c1 | 2.6 | 12.8 | 18.5 | 19.4 | -5.2 | -1.6 | 0.974 | 1.9 | -6.0
CC(=O)c1ccc(NC(=O)CN2CCC(NC(=O)C3CCCCC3)CC2)cc1 | -5.9 | 11.5 | -0.8 | -3.0 | -1.0 | 1.4 | 1.06 | -16.8 | -1.2
CCOc1ccc(C(=O)NCC(=O)OCC(=O)NC2CCCC2)cc1 | 7.9 | 13.6 | 2.0 | 5.7 | -2.2 | -3.8 | 0.921 | -7.0 | -2.7
CCN(CC)CCc1c(C)[nH]c(C(=O)OCc2ccccc2)c1C | -4.0 | -20.4 | -8.1 | 12.0 | -6.7 | -0.5 | 1.04 | 10.2 | -1.4
Cc1ccc(NC(=O)CS(=O)CC(=O)N(CC(=O)NC2CCCC2)c2ccc3c(c2)OCCO3)cc1 (stereo not given) | 5.9 | -5.2 | 1.2 | 11.4 | -5.9 | 1.3 | 0.941 | 0.2 | 4.0
Cn1c(CCN2CCCCC2)nc2cc(NC(=O)C3CCCCC3)ccc21 | 3.4 | 16.6 | 2.8 | -5.3 | -2.8 | -0.2 | 0.966 | 6.6 | 0.3
O=c1[nH]c2c(c(=O)n1Cc1ccccc1)CCC2 | -3.1 | -11.2 | -2.8 | 18.3 | 0.4 | 5.0 | 1.03 | -1.7 | -0.8
S=C(Nc1ccc2c(c1)OCCO2)Nc1ccccc1Cl | 5.8 | -1.4 | 5.3 | 14.6 | -6.4 | -3.7 | 0.942 | 14.0 | -4.5
CC(=O)OCC(=O)Nc1ccccc1OC(F)F | 8.9 | -3.1 | 3.1 | -1.3 | -5.4 | -1.5 | 0.911 | -7.7 | -1.2
CC(NC(=O)Nc1cccnc1)(C(F)(F)F)C(F)(F)F | -8.4 | 16.3 | 2.9 | 7.0 | -1.3 | -0.1 | 1.08 | 4.5 | -0.1
O=C(Nc1ccccc1)C1=C[C@H](c2coc3ccccc3c2=O)C[C@H](OCc2ccc(CO)cc2)O1 | -10.0 | -9.0 | -30.7 | 16.0 | -6.8 | -0.8 | 1.1 | -9.2 | -6.8
CCCc1nn(C)c2c(=O)[nH]c(-c3cc(S(=O)(=O)N(CCO)CCO)ccc3OCC)nc12 | 0.7 | 4.8 | 4.9 | -0.4 | 1.6 | 5.6 | 0.993 | -6.9 | 1.7
CCOc1ccccc1NC(=O)NNS(=O)(=O)c1ccc([N+](=O)[O-])cc1 | -3.4 | 13.9 | 9.5 | 5.7 | -5.7 | -0.6 | 1.03 | -10.6 | -2.6

Entries from the list above that have a nitro group on carbon:
SMILES | mIAP inh | tim10-1 inh | TIM10 inh | NLRP3 yeast inh | A3G deaminase | APOBEC3A inh | mIAP activ | hIAP block | MIN6 prolif
O=[N+]([O-])c1ccccc1/C=C/CN1CCC(O)CC1 | -4.6 | 7.9 | -13.6 | 25.3 | -7.3 | -4.6 | 1.05 | -0.3 | -1.4
CCOc1ccccc1NC(=O)NNS(=O)(=O)c1ccc([N+](=O)[O-])cc1 | -3.4 | 13.9 | 9.5 | 5.7 | -5.7 | -0.6 | 1.03 | -10.6 | -2.6

Next results
SMILES | mIAP inh | tim10-1 inh | TIM10 inh | NLRP3 yeast inh | A3G deaminase | APOBEC3A inh | mIAP activ | hIAP block | MIN6 prolif
CN(C)c1ccc([N+](=O)[O-])cc1C(=O)NCC(c1ccco1)N(C)C (stereo not given) | 5.5 | -11.6 | -13.4 | 16.2 | -9.6 | -3.6 | 0.945 | -1.8 | 0.8
COc1cc(OC)c(C(=O)OCC(=O)N2CC(=O)Nc3ccccc32)cc1OC | -5.4 | 0.1 | 2.8 | 16.7 | -7.4 | 1.3 | 1.05 | -5.4 | -2.0
Cn1cnnc1SCC(=O)Nc1c(F)cc(F)cc1Br | 5.2 | 9.8 | 6.2 | 7.1 | 2.7 | 4.8 | 0.948 | -1.5 | 1.3
CC(=O)Nc1ccc(OC/C=C(\C)Cl)cc1 | 10.3 | 5.8 | 4.5 | 22.9 | -3.8 | -2.9 | 0.897 | -5.1 | -1.4
O=C(Nc1ccn(Cc2c(F)c(F)cc(F)c2F)n1)c1ccc(COc2cc(Cl)ccc2Cl)o1 | 5.9 | 26.5 | 7.5 | 11.6 | -2.8 | 2.5 | 0.941 | 14.2 | -0.7
Cn1c(NC(=O)/C=C/c2c(F)cccc2Cl)cc(=O)n(C)c1=O | -0.5 | -8.2 | -9.2 | 11.6 | -1.6 | 0.1 | 1 | 0.4 | 1.0
COc1ccc(CCN(C(=O)C(F)(F)F)C(C(=O)NC2CCCCC2)c2ccc(C)s2)cc1 (stereo not given) | -15.7 | -20.6 | -11.4 | 3.0 | -5.9 | -1.4 | 1.16 | -14.5 | -2.7
S=c1nc[nH]c2c1[nH]c1ccccc12 | 0.0 | -2.4 | 5.7 | 5.7 | 47.8* | -4.3 | 1 | 9.8 | -0.7
COc1ccc(NC2CCCN(C(=O)c3ccc4[nH]c(C)c(C)c4c3)C2)cc1 (stereo not given) | 1.3 | 14.1 | 4.0 | 7.8 | 6.1 | -3.0 | 0.987 | 22.4 | -2.1
O=C(NC(=O)N1CCCCCC1)c1ccc(Cl)cc1 | -4.0 | 3.0 | -3.7 | -3.3 | -4.3 | 0.2 | 1.04 | -2.7 | -0.4
COc1ccc(C(=O)OC2CCCCC2CN(C)C)cc1 (stereo not given) | -7.3 | 14.9 | -22.5 | 29.7 | 9.5 | 5.6 | 1.07 | 1.0 | 4.1
Cc1nn(-c2ccccc2)nc1C(=O)OCC(=O)N1CCC(C)CC1 | 2.8 | 4.7 | 10.0 | 27.0 | 7.2 | -1.7 | 0.972 | 13.3 | -1.5
CNC(=O)CNC(=O)Nc1ccc(Cl)c(Cl)c1 | 3.2 | -0.8 | 1.3 | -2.3 | -3.7 | -0.5 | 0.968 | -0.3 | 2.6
Cc1cccc(C2=NN(c3ccc(Br)cc3)[C@@H](C(=O)N3CCOC3=O)[C@@H]2c2ccc(F)cc2)c1 | -9.5 | 19.3 | 8.5 | 9.7 | -7.0 | -2.6 | 1.09 | 6.1 | -6.6
Cc1cc(C)c(S(=O)(=O)N2CCN(C(=O)CCOc3ccccc3C)CC2)c(C)c1 | 1.0 | 13.7 | 18.1 | 14.5 | -7.8 | -4.1 | 0.99 | 7.5 | -4.6
O=C(Cn1nc(-c2ccccc2)ccc1=O)Nc1cccc(NC(=O)c2ccccn2)c1 | -2.3 | 15.1 | 3.6 | 5.3 | -0.3 | 0.7 | 1.02 | 6.0 | -0.9
CCC(Sc1nc(N)cc(N)n1)C(=O)O (stereo not given) | 3.8 | 7.8 | 3.1 | -4.3 | 44.1* | 2.4 | 0.962 | -3.1 | 1.2
CCCS(=O)(=O)N1CCCC(C(=O)NCCN(Cc2ccccc2)C(C)C)C1 (stereo not given) | 9.9 | 5.1 | 0.9 | 16.1 | -2.4 | -2.9 | 0.901 | -8.0 | 5.6
Cc1ccc(OCCOC(=O)c2c(-c3ccccc3)noc2C)cc1 | -1.2 | -8.8 | -17.1 | 19.6 | -10.3 | 3.6 | 1.01 | -2.0 | -1.4
Cc1oc(-c2ccc(Cl)cc2)nc1CN1CCC(C(=O)NCC2CCCO2)CC1 (stereo not given) | 4.3 | 2.2 | 0.5 | 0.7 | 0.3 | -3.0 | 0.957 | -25.6 | 4.1
O=C(NC1CCN(Cc2ccccc2)CC1)c1cn(-c2ccccc2)nc1-c1cccnc1 | -24.5 | -8.2 | -0.3 | -7.1 | -2.0 | 2.4 | 1.25 | -14.9 | -0.5
O=C1CC(C(=O)N2CCc3ccccc32)CN1c1ccccc1 (stereo not given) | -1.6 | -16.9 | 7.5 | 20.0 | -10.2 | -3.3 | 1.02 | 9.9 | -2.1
OCC1(Cc2ccc(F)cc2)CCCN(CCCC(F)(F)F)C1 (stereo not given) | 1.2 | -14.5 | -5.0 | 7.9 | -2.7 | -3.7 | 0.988 | -8.7 | 0.2
O=C(Nc1ccc(S(=O)(=O)N2CCCC2)cc1)c1ccc(Br)o1 | 3.0 | 17.0 | 33.0 | 24.6 | -9.9 | -1.9 | 0.97 | -5.5 | -0.1
CN1C(=O)CCC(CCC(=O)O)(c2ccccc2O)C1=O (stereo not given) | 5.9 | 12.3 | 5.3 | 8.7 | -7.8 | 1.3 | 0.941 | 8.3 | -1.8
CC(=O)c1ccc(S(=O)(=O)Nc2ccc(C(=O)N3CCC3)cc2)cc1 | 3.4 | -0.3 | 2.1 | 4.9 | -7.3 | -3.1 | 0.966 | 14.3 | 1.5
Cc1cc(C)c2oc(=O)cc(CN3CCOCC3)c2c1 | 5.4 | 6.6 | 6.5 | 8.9 | -2.9 | -0.8 | 0.946 | 1.0 | -0.7
O=C(Cc1n[nH]c(=O)c2ccccc12)NC(c1ccccc1)c1ccccc1 | -2.4 | 2.8 | -5.6 | 2.3 | -0.1 | 22.2 | 1.02 | 16.9 | -3.7
Cc1cc(NC(=O)COc2ccc3ccccc3c2)no1 | -2.8 | -28.1 | -14.5 | 14.7 | -4.3 | 3.8 | 1.03 | -4.1 | 0.0
COc1cc2[nH]c3c(N4CCN(c5ccc(Cl)cc5)CC4)ncnc3c2cc1OC | -36.8 | 6.6 | 8.2 | 12.8 | -1.0 | -0.6 | 1.37 | 8.6 | -3.5
COc1ccc(NC(=O)CS(=O)(=O)c2cccc(Cl)c2)cc1 | -10.0 | 8.4 | -22.3 | 23.4 | 0.5 | 3.2 | 1.1 | 7.6 | -2.2
O=C(Cn1cc([N+](=O)[O-])cn1)NCc1ccccc1Cl | 5.3 | -6.0 | 11.3 | 17.3 | -2.1 | -1.2 | 0.947 | 25.9 | 0.3
O=C(Nc1scc(-c2ccccc2)c1C(=O)O)c1ccc(F)cc1 | -2.1 | 67.0* | 60.3* | 60.7* | -7.6 | -5.5 | 1.02 | 1.6 | -1.0
Cc1csc(NC(=O)CSc2nc(C(C)C)nc3ccccc23)n1 | 6.6 | -10.0 | 10.2 | 19.6 | -3.5 | 2.0 | 0.934 | 13.4 | 0.1

Copied from the list.
O=C1CC(C(=O)N2CCc3ccccc32)CN1c1ccccc1 (stereo not given) in mIAP activ = 1.02
O=C(Nc1scc(-c2ccccc2)c1C(=O)O)c1ccc(F)cc1 in mIAP inh = -2.1

Bioassay records as filed in PubChem.
